SRC1 TRFRET art: flags TR-FRET format artefacts in PPARgamma SRC-1 recruitment agonist screen; TR-FRET detection artefact counter-screen, emission ratio; hits give high values; 99,000 compounds, 0.34% hits; TR-FRET ratio at 8 µM; AID 1051; in the data active = TR-FRET ratio above about 2300; note: inactives centre near 1800; reference of the scale not given here
SRC3 TRFRET art: flags TR-FRET format artefacts in PPARgamma SRC-3 recruitment agonist screen | TR-FRET artefact counter-screen, PPARgamma/SRC-3 format; hits give high values | TR-FRET ratio at 8 µM | 99,000 compounds, 0.39% hits | AID 1048; in the data active = TR-FRET ratio above about 2000; note: inactives centre near 1600; reference of the scale not given here
An asterisk follows results filed as active.

SMILES	SRC1 TRFRET art	SRC3 TRFRET art
CCOc1ccc(/C=C/C(O)=C2/C(=O)NC3(C)CC2c2ccccc2O3)cc1OC (centres undefined)	1599	1391
CN(C(=O)CSc1nnc(-c2ccccc2)o1)c1c(N)n(Cc2ccccc2)c(=O)[nH]c1=O	1956	1658
CC(C)N1C(=S)N(Cc2ccco2)C(=O)C1CC(=O)Nc1ccccc1 (centres undefined)	1678	1566
CCO[C@H]1OC(C(=O)N2CCN(Cc3ccc4c(c3)OCO4)CC2)=C[C@@H](c2csc3ccccc23)[C@@H]1CCCO	1711	1567
O=C(OCc1cncs1)c1cccs1	1892	1518
CC(C)(C)C(=O)Nc1sc2c(c1C(=O)Nc1ccccn1)CCCC2	1631	1505
O=C(C[n+]1ccccc1)Nc1cc(C(F)(F)F)ccc1Cl	1728	1685
COC(=O)c1cc(CNC(=O)c2ccc(O)c(Cl)c2)ccc1OC	1906	1309
Cc1cc(C(=O)Oc2ccccc2C(=O)O)c(C)o1	1763	1484
O=C(O)c1ccnc(Cl)c1	1912	1771
COC(=O)CCCCCN1C(=O)NC(c2ccccc2)C(C(=O)OCc2ccccc2)=C1C (centres undefined)	1805	1659
Cc1nc2sc(C(N)=O)c(N)c2c(C)c1CC(=O)c1ccccc1	1929	1624
COC(=O)C1=NN(C(=O)c2cccc(Cl)c2)C(O)(C(C)(C)C)C1 (centres undefined)	1722	1539
Cc1ccc(Nc2nnc(-c3ccc(N4CCOCC4)c([N+](=O)[O-])c3)c3ccccc23)cc1	1803	1632
CC(C)=CCc1c(O)ccc2c1OC(c1ccc(O)c(O)c1)CC2=O (centres undefined)	1829	1502
COC(=O)c1ccc(NC(CC(C)C)C(=O)OC)c([N+](=O)[O-])c1 (centres undefined)	1619	1725
CC1=C(C(=O)OCC2CCCO2)C(c2ccc(C)cc2)C2=C(CC(C)(C)CC2=O)N1 (centres undefined)	1880	1758
CN(c1ccccc1)S(=O)(=O)c1ccc(Cl)c(C(=O)Nc2nn[nH]n2)c1	1561	1557
COCc1nnc(NC(=O)c2cccc(NC(=O)C(C)C)c2)s1	1922	1501
CCOc1cc(-c2c(C#N)c(=O)[nH]c3c2c(C)nn3-c2ccc(F)cc2)ccc1O	1590	1806
Cc1onc(-c2c(Cl)cccc2Cl)c1C(=O)NCc1ccccn1	1846	1715
CCOC(=O)C1(CC2CCCCO2)CCN(Cc2cn[nH]c2-c2cccc(F)c2)CC1 (centres undefined)	2079	1596
CC(C)C(NC(=O)c1ccc(C(C)(C)C)cc1)C(=O)OCC(=O)NC(=O)Cc1ccccc1 (centres undefined)	2149	1681
CC(=O)N1CCN(CC(=O)Nc2c(Cl)ccc(C)c2Cl)CC1	1629	1491
COc1cc(NC(=O)N[C@@H](Cc2ccccc2)C(=O)O)cc(OC)c1	1886	1544
O=C1NC2(CCCCC2)C(=O)N1Cc1cc(=O)n2ccsc2n1	1727	1544
COc1ccc(COc2cc(-c3cccc(OC)c3)nc3ccc(NC(=O)c4ccc(C)cc4)cc23)cc1	1628	1749
COc1ccc(-c2cc(-c3ccccc3)nc(N3CCCC3)n2)cc1OC	1835	1678
O=C1CC(N2CCN(c3ccc(F)cc3)CC2)C(=O)N1c1ccccc1 (centres undefined)	1957	1528
CC(C)NS(=O)(=O)c1ccc(NC(=O)C(C)Oc2ccc(C(=O)c3ccccc3)cc2)cc1 (centres undefined)	1616	1515
Cc1cc(C)c(NC(=O)c2cc(=O)c3ccccc3o2)c(C)c1	1603	1246
CCCCc1ccc(NC(=S)NCc2cccnc2)cc1	1802	1505
O=C(CNCc1cccs1)Nc1ccc(N2CCCCCC2)cc1	1959	1369
COc1ccccc1NS(=O)(=O)c1cccc(NC(=O)Cc2cccs2)c1	1846	1464
CCOc1ccc(C(=O)O/N=C(\N)c2ccc([N+](=O)[O-])cc2)cc1OCC	1824	1424
O=C(/C=C/c1ccc(Cl)cc1)NCc1ccco1	1582	1586
Cc1cc(NS(=O)(=O)c2ccc(NC(=O)c3cccc(OC(F)F)c3)cc2)nc(C)n1	1827	1577
COC(=O)c1nc2n(n1)C(c1ccccc1OC)C1=C(CCCC1=O)N2 (centres undefined)	1873	1819
Cc1ccc2c(c1)C1CN(C)CCC1N2C(=O)c1ccccc1NS(=O)(=O)c1cccc(C(F)(F)F)c1 (centres undefined)	1796	1646
CC(C)Oc1ccc2c(c1)OC(c1ccccc1)(C(F)(F)F)NC2=O (centres undefined)	1722	1621
CN1CCC/C1=C/C=C1\SC(=S)NC1=O	2166	1794
CCC(C)NC(=O)CN(c1ccc(Cl)c(Cl)c1)S(C)(=O)=O (centres undefined)	1687	1750
CN(CC(=O)Nc1cccc(S(=O)(=O)NC2=NCCCCC2)c1)Cc1ccc(C(C)(C)C)cc1	2042	1544
CN(C)CCNC(=O)C(=O)NCC1OCCN1S(=O)(=O)c1ccc([N+](=O)[O-])cc1 (centres undefined)	1812	1340
O=C(COC(=O)c1ccccc1O)Nc1cccnc1Cl	1857	1575
Cc1cccc(N2Cc3ccccc3C2=NC(=O)c2ccc(Cl)nc2)c1	1814	1574
CCCCOc1ccc2c(c1)/C(=C(\C(Cl)=C(Cl)Cl)[N+](=O)[O-])N2	1685	1646
CCCCN(C)C(=S)Nc1ccsc1C(=O)OC	1926	1568
Cn1c(C(=O)c2ccccc2[N+](=O)[O-])nc2ccccc21	1824	1440
CCc1ccccc1NC(=O)NC1CC2CCC(C1)N2Cc1ccco1 (centres undefined)	1794	1494

Continued.
SMILES	SRC1 TRFRET art	SRC3 TRFRET art
Cc1cc2nccc(-c3ccncc3)n2n1	1669	1356
CSc1nc(-c2ccccc2)cc(C(F)(F)F)c1C#N	1834	1417
O=C(O)CN1C(=O)/C(=C/c2ccsc2)SC1=S	1517	1755
O=[N+]([O-])c1cc(S(=O)(=O)/N=C(/c2ccccc2)N2CCOCC2)ccc1Cl	1961	1590
COc1cc(NC(=O)COC(=O)CSc2cc(C)ccc2C)c(C)cc1[N+](=O)[O-]	1946	1634
COC(=O)c1c(NC(=O)C2COc3ccccc3O2)sc2c1CCN(Cc1ccccc1)C2 (centres undefined)	1720	1829
CC1CC(C)CN(CCCOc2ccccc2[N+](=O)[O-])C1 (centres undefined)	1618	1527
COc1ccc2c(c1)C(=O)N(c1ccc(C)cc1C)C(=O)C2	1783	1583
CCC(C)C(=O)NCCc1ccc(S(N)(=O)=O)cc1 (centres undefined)	1867	1595
Cc1c(NC(=O)C(C)OC(=O)/C=C/c2ccco2)c(=O)n(-c2ccccc2)n1C (centres undefined)	2071	1577
CCOC(=O)c1ccc(NC(=O)C(=O)NCc2ccc(/C=C(/C#N)C(=O)NCCOC)o2)cc1	1867	1690
Cc1ccc(N2C(=O)C3C(C2=O)C2C=CC3C23CC3)c([N+](=O)[O-])c1 (centres undefined)	1701	1417
O=C(O)c1ccccc1C(=O)N1N=C2/C(=C/c3cccc([N+](=O)[O-])c3)CCCC2C1c1cccc([N+](=O)[O-])c1 (centres undefined)	1830	1623
COc1cccc(CN(CC2CCCO2)C(=O)c2cc3ccccc3oc2=O)c1 (centres undefined)	1451	1480
Cc1ccc(/C=C\c2nccc3c2[nH]c2ccccc23)cc1	1721	1542
COc1ccc(C(=O)NC2CCN(C(=S)Nc3ccc(C)cc3)CC2)cc1	1909	1459
COc1cccc(C(=O)NN2CC(O)=C(c3nc4ccccc4s3)C2=N)c1	1487	1614
CCCCCCc1cc2cc(C(=O)Nc3ccc(OC)cc3)c(=O)oc2cc1O	1714	1495
COC(=O)C1CCN(C(=O)CSc2nc3ccc(OC)cc3[nH]2)CC1	2064	1699
CC1(C)CC(=O)C(C2=NC3(CCCCC3)Cc3ccccc32)=C(O)C1	2175	1615
COc1nonc1NCn1nc(C)cc1C	1730	1477
CCO[C@@H]1OC(C(=O)N2CCN(C)CC2)=C[C@H](c2csc3ccccc23)[C@H]1CCCO	1802	1628
CN(Cc1ncc[nH]1)C(=O)CC1C(=O)NCCN1Cc1c(F)cccc1Cl (centres undefined)	1693	1557
O=C(N/N=C/c1cccc([N+](=O)[O-])c1)C1CC(=O)N(c2ccc(F)cc2)C1 (centres undefined)	1624	1506
COc1ccc(Cc2nc(-c3cccs3)no2)cc1	1535	1481
CC(=O)c1ccc(N2CCN(C(=O)c3ccc4nc[nH]c4c3)CC2)cc1	1908	1500
O=C1COc2ccc(C(=O)COC(=O)Cc3ccsc3)cc2N1	1793	1661
COc1ccc2cc(C(=O)Nc3ccc(Cl)cc3)sc(=O)c2c1OC	1804	1537
CCCCOc1ccc(C(=O)Nn2c(-c3cccs3)nc3ccccc3c2=O)cc1	1797	1794
CC(C)NC(=O)NC(=O)COC(=O)/C=C/c1ccccc1[N+](=O)[O-]	1847	1657
CC1CCN(C(=O)c2ccc(S(=O)(=O)Cc3ccccc3F)c([N+](=O)[O-])c2)CC1	1936	1594
c1ccc2[nH]c(SCc3cn4cccnc4n3)nc2c1	1973	1611
O=C(Nc1cccnc1)OC1CCCCC1	1905	1572
CCCCNC(=O)CNC(=S)N(Cc1ccccc1)Cc1cccnc1	2025	1734
Nc1nc(SCC(=O)Nc2ccccc2)[nH]c(=O)c1NC(=O)c1cccs1	1950	1580
Cc1csc(NC(=O)CS(=O)(=O)Cc2ccccc2)n1	1725	1666
O=C(Nc1ncn[nH]1)c1cc(S(=O)(=O)Nc2cccc(C(F)(F)F)c2)ccc1Cl	1922	1562
CCOc1ccc(CCNC(=O)Cn2ccc3ccccc3c2=O)cc1OCC	1933	1794
O=C1NC(=S)S/C1=C\c1coc2ccccc2c1=O	1726	1565
COc1cccc(CN=c2c([N+](=O)[O-])nn(-c3ccccc3C)n2O)c1	1770	1455

17 compounds out of the list, arranged by SMILES length, lowest first.
SMILES	SRC1 TRFRET art	SRC3 TRFRET art
CN1CCC/C1=C/C=C1\SC(=S)NC1=O	2166	1794
O=C1NC(=S)S/C1=C\c1coc2ccccc2c1=O	1726	1565
CC1CC(C)CN(CCCOc2ccccc2[N+](=O)[O-])C1 (centres undefined)	1618	1527
CCc1ccccc1NC(=O)NC1CC2CCC(C1)N2Cc1ccco1 (centres undefined)	1794	1494
CC(=O)N1CCN(CC(=O)Nc2c(Cl)ccc(C)c2Cl)CC1	1629	1491
Cc1nc2sc(C(N)=O)c(N)c2c(C)c1CC(=O)c1ccccc1	1929	1624
COC(=O)C1CCN(C(=O)CSc2nc3ccc(OC)cc3[nH]2)CC1	2064	1699
COc1ccc(C(=O)NC2CCN(C(=S)Nc3ccc(C)cc3)CC2)cc1	1909	1459
CC(C)NC(=O)NC(=O)COC(=O)/C=C/c1ccccc1[N+](=O)[O-]	1847	1657
CN(c1ccccc1)S(=O)(=O)c1ccc(Cl)c(C(=O)Nc2nn[nH]n2)c1	1561	1557
CCCCOc1ccc2c(c1)/C(=C(\C(Cl)=C(Cl)Cl)[N+](=O)[O-])N2	1685	1646
COc1cc(NC(=O)COC(=O)CSc2cc(C)ccc2C)c(C)cc1[N+](=O)[O-]	1946	1634
CC1=C(C(=O)OCC2CCCO2)C(c2ccc(C)cc2)C2=C(CC(C)(C)CC2=O)N1 (centres undefined)	1880	1758
O=C(N/N=C/c1cccc([N+](=O)[O-])c1)C1CC(=O)N(c2ccc(F)cc2)C1 (centres undefined)	1624	1506
CC(C)NS(=O)(=O)c1ccc(NC(=O)C(C)Oc2ccc(C(=O)c3ccccc3)cc2)cc1 (centres undefined)	1616	1515
CN(CC(=O)Nc1cccc(S(=O)(=O)NC2=NCCCCC2)c1)Cc1ccc(C(C)(C)C)cc1	2042	1544
Cc1ccc2c(c1)C1CN(C)CCC1N2C(=O)c1ccccc1NS(=O)(=O)c1cccc(C(F)(F)F)c1 (centres undefined)	1796	1646

Next section
SMILES	SRC1 TRFRET art	SRC3 TRFRET art
CCc1ccc(NC(=O)CC2C(=O)NCCN2C(=S)Nc2ccccc2)cc1 (centres undefined)	1693	1500
CCCCOCCCNC(=O)c1ccc([N+](=O)[O-])c(C)c1	1767	1694
CSC(=S)N/N=C/c1ccccc1	1681	1209
COc1ccc(-c2[nH]ncc2CN2CCC(N3CCSCC3)CC2)cc1F	1813	1509
COc1ccc(S(=O)(=O)N(CCc2ccccc2)CC(N)=O)cc1	2057	1488
Cc1cc(NC(=S)NC(=O)c2ccccc2)ccc1-c1cc2ccccc2oc1=O	1905	1672
Cc1ccc2c(c1)C=CC(C)(C)S2(=O)=O	1557	1498
COc1ccccc1NCC(=O)Nc1cc(S(=O)(=O)N2CCOCC2)ccc1N1CCOCC1	2002	1508
CCN(CC)CCN(Cc1cc2cc3c(cc2[nH]c1=O)OCO3)C(=S)NCc1ccco1	1858	1405
COc1cc(CNCc2ccc(SC)cc2)cc(OC)c1	1802	1525
CC1(C)CC(=O)C(C(=O)c2ccccc2)C(=O)C1	1728	1606
O=C1CN(c2nc(-c3cccnc3)nc3scc(-c4ccccc4)c23)CCN1	1934	1643
CC(C)NC(=S)NNc1nc2ccccc2s1	1842	1328
CC(C)Cc1nnc(NC(=O)Cc2cccs2)s1	1785	1723
Cc1ccc(C)c(SCC(=O)c2ccc[nH]2)c1	1656	1726
O=C(COC(=O)/C=C/c1ccc(S(=O)(=O)N2CCOCC2)cc1)NCc1ccc2c(c1)OCO2	1986	1425
COC(=O)CNC(=O)C1(C)C=CCN1C(=O)c1ccccc1 (centres undefined)	1606	1445
Cn1c(=O)c2cc(S(=O)(=O)Nc3cc(C(=O)O)cc(C(=O)O)c3)ccc2n(C)c1=O	1531	1461
O=C(COC(=O)c1cc(=O)[nH]c2ccccc12)Nc1nc(-c2ccccc2)cs1	1705	1628
CCCOC(=O)c1[nH]c2c(c1C)C(=O)CC(c1ccc(OC)c(OC)c1)C2 (centres undefined)	1956	1548
CSc1ccccc1NC(=S)N/N=C/c1cccn1Cc1ccc(F)cc1	1695	1513
CCCCNC(=O)NNC(=O)c1ccco1	1754	1594
COc1ccccc1NC(=O)N(Cc1cccs1)Cc1cc2cc3c(cc2[nH]c1=O)OCO3	1875	1590
Cc1cs/c(=N\N=C2CCCCC2)n1Cc1ccco1	1453	1499
CCOC(=O)N/N=C(\C)c1ccc(-n2cnnn2)cc1	1784	1747
CN(CCOc1ccccc1)CC(=O)Nc1cccc(Br)c1	1812	1599
COc1ccc(N2CCN(C(=O)c3ccccc3)CC2)c([N+](=O)[O-])c1	1715	1325
CCOC(=O)CSc1nc(=O)n2cc(C)ccc2n1	1610	1547

Some of the compounds tested; rates above refer to the full screens.
